E-selectin induc: E-selectin induction on HUVECs | P16581 | HUVEC E-selectin immunofluorescence imaging; normalized: neutral wells 0, TNF-alpha wells 100 | activation, % at 7.58 µM | 0.37% of 260,000 active | AID 686992;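 active = mean E-selectin-positive cell signal at least 10% of the positive control, reached in at least 60% of replicates, without over 20% cell loss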;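 note: in these data hits start at about 27%; measured in HUVEC primary endothelial cells; signal is the percent of cells scored E-selectin positive by PE staining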
Target sequence (P16581 whole entry, looked up): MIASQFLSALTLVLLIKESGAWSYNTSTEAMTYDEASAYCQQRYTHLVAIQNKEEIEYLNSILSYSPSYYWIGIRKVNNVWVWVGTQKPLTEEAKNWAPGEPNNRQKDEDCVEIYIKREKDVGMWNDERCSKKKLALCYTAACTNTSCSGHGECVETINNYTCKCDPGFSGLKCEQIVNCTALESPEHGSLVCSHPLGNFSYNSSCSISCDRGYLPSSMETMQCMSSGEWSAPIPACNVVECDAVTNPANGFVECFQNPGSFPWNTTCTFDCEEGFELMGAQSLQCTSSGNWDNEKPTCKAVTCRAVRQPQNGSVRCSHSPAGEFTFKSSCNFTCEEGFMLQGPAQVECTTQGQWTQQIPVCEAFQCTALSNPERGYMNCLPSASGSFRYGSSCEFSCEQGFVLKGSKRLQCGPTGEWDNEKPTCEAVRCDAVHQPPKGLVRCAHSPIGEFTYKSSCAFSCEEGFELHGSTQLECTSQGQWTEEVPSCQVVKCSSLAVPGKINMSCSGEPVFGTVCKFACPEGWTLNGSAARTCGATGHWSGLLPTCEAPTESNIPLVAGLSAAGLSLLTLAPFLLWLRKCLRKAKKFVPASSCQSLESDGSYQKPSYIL
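Test system: HUVEC | Signal: Immunofluorescence imaging | Read-out: Percent E-selectin-positive cells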
esBAF inh: inhibitors of esBAF chromatin remodeling in mouse ES cells | Bmi1-luciferase knock-in reporter, 24 h; 100% = twice the neutral-well signal | reporter increase, % at 12.5 µM | 2% of 350,000 active; in the data active = activation above about 40%;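 note: 0% = median of the plate's neutral control wells and 100% = double that signal; a rise in the Bmi1 reporter signal indicates esBAF inhibition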
EWS-Fli block: blocks EWS/Fli oncoprotein-driven transcription | 0.67% of 350,000 active | A673 NR0B1-luciferase reporter, viability-normalised | inhibition, % at 12.6 µM | AID 651661;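 active = mean inhibition of at least 50% after viability correction, with every replicate also passing that limit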;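 note: firefly luciferase signal divided by Alamar Blue viability fluorescence both relative to DMSO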
RAD54 branch: inhibitors of human RAD54 branch migration; Q92698; 0.14% of 360,000 active; inhibition, % at 10.4 µM; RAD54 Holliday junction branch migration, FAM/BHQ fluorescence;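 active = mean normalized replicate activity at least 40 and at least half of replicates scoring 40 or more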;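 note: 0% = median of neutral control wells and 100% = median of positive control wells; inhibitors cause a drop in the FAM fluorescence signal; in these data hits start at about 50%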
Xi reactivation: reactivates the inactive X chromosome in mouse fibroblasts; XiGFP mouse fibroblasts, % GFP-positive cells imaging, 3 d; cells co-treated with 5-aza-dC sensitizer; scaled so ellipticine positive control = 100%; activation, % at 7.58 µM; 0.055% of 360,000 active; AID 743238;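 active = mean normalized replicate activation at least 10% and every replicate at or above 10%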;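 note: 0% = median of on-plate neutral control wells and 100% = ellipticine 6 µM median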
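Assay system: SV40-immortalized XiGFP fibroblast cells, line 68-5-11; buffer or medium: DMEM plus 5-aza-dC sensitizer; compound: one concentration, pinned; timing: compounds 3 days, fix/stain 15 min at room temperature; benchmarks: positive control ellipticine, 6 µM final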
RAD52 anneal inh: RAD52 (human) annealing inhibition; 0.46% of 360,000 active; inhibition, % at 18.7 µM; recombinant RAD52 DNA annealing, FRET fluorescence;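 active = every replicate showing at least 50% inhibition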
FN deposition inh: fibronectin deposition inhibition | inhibition, % at 12.6 µM | 0.086% of 350,000 active | AH1F fibroblasts, Alexa488-fibronectin deposition fluorescence, overnight;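 active = mean inhibition across replicates of 30% or more, regardless of how many single replicates reach that level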;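 note: positive control wells lacked labelled fibronectin entirely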
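Material: AH1F fibroblast monolayer depositing Alexa488-labelled fibronectin into matrix | Input: 10000 AH1F cells/well | Medium: DMEM plus 2% serum, read in PBS | Reagent: Alexa488-fibronectin, 24 nM final in well | Compound dosing: One dose per compound, pinned | Schedule: 1 h adhesion, overnight exposure | Measured by: Fluorescence at 485 nm excitation, 525 nm emission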
S100A4 MyoIIA: inhibitors of human S100A4 binding to myosin IIA peptide. P26447. S100A4/TAMRA-MyoIIA peptide fluorescence polarization. inhibition, % at 10.7 µM. 0.14% of 360,000 active. AID 652163;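 active = mean inhibition of at least 70% across replicates, with every replicate also reaching that level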
Target sequence (P26447 whole entry, looked up): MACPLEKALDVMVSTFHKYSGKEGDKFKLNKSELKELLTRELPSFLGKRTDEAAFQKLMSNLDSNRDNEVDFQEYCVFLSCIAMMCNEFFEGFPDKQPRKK
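Material: S100A4 monomer protein / Buffer or medium: 50 mM HEPES pH 7.2, 10 mM CaCl2, 100 mM KCl / Times: 5 min incubation before reading / Benchmarks: neutral control DMSO, positive control TFP / Reagent: labelled myosin peptide probe, 5 nM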
Starred values were filed as active, the others as inactive.

`CNC(=O)C[C@@H]1CC[C@H]2[C@@H](COc3ccc(NC(=O)c4ccc(F)cc4)cc3C(=O)N2C)O1` gave E-selectin induc 0.0, esBAF inh 1, EWS-Fli block -4, RAD54 branch 0, Xi reactivation 0.0, RAD52 anneal inh 4, FN deposition inh -1 and S100A4 MyoIIA 7.
Screening COCC(=O)N(C)C[C@@H]1Oc2ncc(C#Cc3ccccc3)cc2C(=O)N([C@@H](C)CO)C[C@@H]1C returned E-selectin induc -0.2, esBAF inh 1, EWS-Fli block -11, RAD54 branch 3, Xi reactivation 0.3, RAD52 anneal inh -1, FN deposition inh 1 and S100A4 MyoIIA 7.
`CN(C)S(=O)(=O)c1ccc(N2CCCC2)c(C(=O)Nc2nccs2)c1` gave E-selectin induc 9.1, esBAF inh -8, EWS-Fli block 18, RAD54 branch 3, Xi reactivation 0.0, RAD52 anneal inh -6, FN deposition inh -9 and S100A4 MyoIIA 2.
Screening O=C(C[C@H]1CC[C@H]2[C@@H](COC[C@H](O)CN2CCC(F)(F)F)O1)NCc1ccc(Oc2ccccc2)cc1 returned E-selectin induc 0.1, esBAF inh 0, EWS-Fli block 14, RAD54 branch 8, Xi reactivation 0.0 and FN deposition inh -10.
Screening c1ccc(-c2nc3ccccc3n2C(c2ccccc2)c2nc3ccccc3[nH]2)cc1 (stereo not given) returned E-selectin induc 7.8, EWS-Fli block -88, Xi reactivation 0.0, RAD52 anneal inh -6, FN deposition inh 1 and S100A4 MyoIIA -9.
Cc1cc(C)c(NS(=O)(=O)c2cccc3cccnc23)c(C)c1 was read as esBAF inh -7, EWS-Fli block -36, RAD54 branch 7, Xi reactivation 0.0, RAD52 anneal inh -7 and S100A4 MyoIIA -1.
For O=C(COC(=O)Cc1ccc(S(=O)(=O)N2CCOCC2)s1)Nc1ccc(OC(F)F)cc1 the results were E-selectin induc 0.7, esBAF inh -12, EWS-Fli block 37, RAD54 branch -5, Xi reactivation -0.1, RAD52 anneal inh -72, FN deposition inh -2 and S100A4 MyoIIA -3.
For CN1CCN(C(=S)Nc2cccc(S(=O)(=O)N(C)C)c2)CC1 the results were EWS-Fli block 6, Xi reactivation 0.0, RAD52 anneal inh -5, FN deposition inh -7 and S100A4 MyoIIA -4.
`Cc1cc(Cl)c(Cl)cc1S(=O)(=O)NCCCn1ccnc1` gave E-selectin induc 0.9, esBAF inh -3, EWS-Fli block 4, RAD54 branch 2, Xi reactivation 0.2, RAD52 anneal inh -2, FN deposition inh 2 and S100A4 MyoIIA 1.
CO[C@H]1CN(C)C(=O)c2cc(NC(=O)c3ccccc3)ccc2OC[C@H](C)N(C(=O)C2CC2)C[C@@H]1C was read as E-selectin induc 0.0, esBAF inh 1, EWS-Fli block 2, RAD54 branch 4, Xi reactivation 0.5, RAD52 anneal inh 11, FN deposition inh 11 and S100A4 MyoIIA -17.
`O=C(CN1C(=O)NC(Cc2c[nH]c3ccccc23)C1=O)Nc1ccc(F)c(F)c1F` (stereo not given) gave esBAF inh -5, EWS-Fli block 4, RAD54 branch 1, Xi reactivation -0.1, RAD52 anneal inh 2, FN deposition inh 2 and S100A4 MyoIIA -4.
Screening COc1ccc([C@@H]2[C@@H]3C(=O)N(C(C)(C)C)C(=O)[C@@H]3[C@]3(C)C(=O)N(c4cccc(Cl)c4)C(=O)N23)cc1 returned E-selectin induc -0.2, esBAF inh 1, EWS-Fli block -6, RAD54 branch 1, Xi reactivation 0.1 and FN deposition inh 5.
For c1ccc2nc3c(nc2c1)OCC1CCCCN31 (stereo not given) the results were E-selectin induc 0.0, esBAF inh 48*, EWS-Fli block -118, RAD54 branch -5, Xi reactivation 0.0, RAD52 anneal inh -5, FN deposition inh 2 and S100A4 MyoIIA 3.
For COc1cc(C2/C(=C(\O)c3ccc4c(c3)OCCO4)C(=O)C(=O)N2c2nnc(C)s2)cc(OC)c1OC (stereo not given) the results were esBAF inh 3, EWS-Fli block 0, RAD54 branch 0, Xi reactivation 0.1, RAD52 anneal inh -15, FN deposition inh -8 and S100A4 MyoIIA -4.
`COC(=O)C[C@H]1CC[C@H]2[C@H](COc3ccc(NC(=O)Nc4ccc(C)cc4)cc3C(=O)N2C)O1` gave E-selectin induc 0.1, esBAF inh 2, EWS-Fli block -5, RAD54 branch 2, Xi reactivation 1.3, RAD52 anneal inh -35, FN deposition inh -4 and S100A4 MyoIIA 1.

A portion from further up:
Screening O=C(C[C@H]1CC[C@H]2[C@@H](COC[C@H](O)CN2CCC(F)(F)F)O1)NCc1ccc(Oc2ccccc2)cc1 returned E-selectin induc 0.1, esBAF inh 0, EWS-Fli block 14, RAD54 branch 8, Xi reactivation 0.0 and FN deposition inh -10.
Screening c1ccc(-c2nc3ccccc3n2C(c2ccccc2)c2nc3ccccc3[nH]2)cc1 (stereo not given) returned E-selectin induc 7.8, EWS-Fli block -88, Xi reactivation 0.0, RAD52 anneal inh -6, FN deposition inh 1 and S100A4 MyoIIA -9.

(cont.)
For C[C@@H]1CN([C@@H](C)CO)C(=O)c2cccc(NS(=O)(=O)c3ccc(Cl)cc3)c2O[C@H]1CN(C)C(=O)Nc1ccc(C(F)(F)F)cc1 the results were E-selectin induc 0.3, esBAF inh -2, EWS-Fli block -6, RAD54 branch -1, Xi reactivation 0.1, RAD52 anneal inh -30 and S100A4 MyoIIA -8.
Cc1ccc(-c2ccc(S(=O)(=O)NCc3ccco3)cc2)cc1 was read as EWS-Fli block -8, Xi reactivation 0.0, RAD52 anneal inh 5 and S100A4 MyoIIA 27.
`N#Cc1nc(N2CCCCC2)nc(N2CCOCC2)n1` gave esBAF inh -3, RAD54 branch -2, RAD52 anneal inh -9 and S100A4 MyoIIA 2.
For Cc1ccc(N=C2NC(=O)/C(=C\c3cccs3)S2)cc1C the results were EWS-Fli block 58*, Xi reactivation 0.2, RAD52 anneal inh -21 and S100A4 MyoIIA 13.
Screening Cc1ccccc1NC(=O)Cc1nc(COC(=O)/C=C/c2ccc(F)cc2)cs1 returned E-selectin induc 0.6, esBAF inh 2, EWS-Fli block 1, RAD54 branch -8, Xi reactivation -0.1, RAD52 anneal inh -47, FN deposition inh 9 and S100A4 MyoIIA -7.
For COC(=O)c1ccc(CN2C(=O)NC3(CCC(C)CC3)C2=O)cc1 (stereo not given) the results were E-selectin induc 4.7, esBAF inh 44*, EWS-Fli block -27, RAD54 branch 0, Xi reactivation 0.2, RAD52 anneal inh -7, FN deposition inh -16 and S100A4 MyoIIA 0.
For COCCNC(=O)C[C@@H]1C[C@H]2c3cc(NC(=O)NC4CCCC4)ccc3O[C@H]2[C@H](CO)O1 the results were E-selectin induc -0.5, esBAF inh 2, EWS-Fli block 3, RAD54 branch 10, Xi reactivation 0.0, RAD52 anneal inh -1 and S100A4 MyoIIA 11.
`Cc1ccccc1N1CCN(C2CCCN(C(=O)CCC3(C)CC3)C2)CC1` (stereo not given) gave E-selectin induc -0.1, RAD54 branch -11, Xi reactivation 0.2, RAD52 anneal inh -6, FN deposition inh -5 and S100A4 MyoIIA 6.
`C/C=C/c1ccc([C@H]2[C@@H](CO)N(C(=O)C3CC3)C23CN(C(=O)NC(C)C)C3)cc1` gave E-selectin induc -0.1, EWS-Fli block 3, Xi reactivation 0.2, RAD52 anneal inh 2, FN deposition inh 0 and S100A4 MyoIIA -4.
CCCn1c(=O)[nH]c(=O)c2c1nc(-c1ccc(C(F)(F)F)cc1)n2CCOC was read as esBAF inh -5, EWS-Fli block 2, RAD54 branch 7, Xi reactivation 0.0, RAD52 anneal inh -16, FN deposition inh -2 and S100A4 MyoIIA -18.
For O=C(Nc1cccc(F)c1)C1CCCCC1 the results were E-selectin induc -0.2, esBAF inh 3, EWS-Fli block 2, RAD54 branch 0, Xi reactivation 0.1, RAD52 anneal inh -7, FN deposition inh -20 and S100A4 MyoIIA 10.
`O=C(CCn1c(=O)oc2ccccc21)N1CCN(c2ccc(F)cc2)CC1` gave E-selectin induc 0.3, esBAF inh -6, EWS-Fli block 11, RAD54 branch 2, Xi reactivation -0.1, RAD52 anneal inh -6, FN deposition inh 2 and S100A4 MyoIIA 1.
O=C(NCCO)c1ccc(Cl)c(Cl)c1 was read as esBAF inh -11, RAD54 branch -6, FN deposition inh 5 and S100A4 MyoIIA -10.
Screening CC(=NNS(=O)(=O)c1ccc(C)cc1)c1ccncc1 returned E-selectin induc -0.1, esBAF inh -11, EWS-Fli block -4, RAD54 branch -10, Xi reactivation 0.2, RAD52 anneal inh -48, FN deposition inh -11 and S100A4 MyoIIA 9.
`Cc1cccc(C)c1-n1nnnc1C(c1ccnc2ccccc12)N1CCOCC1` (stereo not given) gave E-selectin induc -0.5, EWS-Fli block -4, Xi reactivation 0.1, RAD52 anneal inh -16, FN deposition inh -2 and S100A4 MyoIIA -5.

Filtered by structure: those above containing an NH in an aromatic ring.
Screening c1ccc(-c2nc3ccccc3n2C(c2ccccc2)c2nc3ccccc3[nH]2)cc1 (stereo not given) returned E-selectin induc 7.8, EWS-Fli block -88, Xi reactivation 0.0, RAD52 anneal inh -6, FN deposition inh 1 and S100A4 MyoIIA -9.
`O=C(CN1C(=O)NC(Cc2c[nH]c3ccccc23)C1=O)Nc1ccc(F)c(F)c1F` (stereo not given) gave esBAF inh -5, EWS-Fli block 4, RAD54 branch 1, Xi reactivation -0.1, RAD52 anneal inh 2, FN deposition inh 2 and S100A4 MyoIIA -4.
CCCn1c(=O)[nH]c(=O)c2c1nc(-c1ccc(C(F)(F)F)cc1)n2CCOC was read as esBAF inh -5, EWS-Fli block 2, RAD54 branch 7, Xi reactivation 0.0, RAD52 anneal inh -16, FN deposition inh -2 and S100A4 MyoIIA -18.

More records follow:
For CCOC(=O)N1CCN(Cc2nnc(-c3ccccc3Cl)o2)CC1 the results were esBAF inh -7, EWS-Fli block 1, RAD54 branch 11, Xi reactivation 0.1, RAD52 anneal inh 14, FN deposition inh -8 and S100A4 MyoIIA -6.
COc1ccc(NC(=O)CCc2c(C)nn(-c3ccc(N4CCOCC4)nn3)c2C)cc1 was read as esBAF inh 25, EWS-Fli block -37, RAD54 branch -15, Xi reactivation 0.0, RAD52 anneal inh -4, FN deposition inh -8 and S100A4 MyoIIA -3.
`COCC(=O)N(Cc1nc2sc(C)c(C)c2c(=O)[nH]1)C1CCCCC1` gave E-selectin induc -2.5, EWS-Fli block 8, RAD54 branch -6, Xi reactivation 0.0, RAD52 anneal inh -7, FN deposition inh -10 and S100A4 MyoIIA -1.
Screening COc1ccc(S(=O)(=O)N(C)C[C@H]2OCCCC[C@@H](C)Oc3ccc(NC(=O)Nc4ccc(F)cc4)cc3C(=O)N([C@H](C)CO)C[C@@H]2C)cc1 returned E-selectin induc 0.2, esBAF inh 0, EWS-Fli block -12, RAD54 branch -22, Xi reactivation 0.0, RAD52 anneal inh 7, FN deposition inh 11 and S100A4 MyoIIA 19.
For O=C(CSc1nc2sc3c(c2c(=O)n1-c1ccccc1)CCCC3)NCc1ccco1 the results were E-selectin induc 1.1, esBAF inh -12, EWS-Fli block 0, RAD54 branch 4, Xi reactivation 0.2, RAD52 anneal inh -29, FN deposition inh 5 and S100A4 MyoIIA 2.
Screening COc1cccc(/C=N/Nc2ncnc3c2ncn3Cc2ccccc2)c1O returned E-selectin induc 2.8, EWS-Fli block 14, Xi reactivation 2.8, RAD52 anneal inh -4, FN deposition inh 1 and S100A4 MyoIIA 40.

Screens deposited in PubChem BioAssay by Broad Institute.
